Screening results deposited in PubChem BioAssay by several laboratories.
GPR55 beta-arrestin: selective activators of receptor GPR55 – imaging, U2OS cells, beta-arrestin-GFP redistribution, primary screen (AID 1961) | U2OS GPR55 beta-arrestin-GFP redistribution imaging; higher % means a stronger effect | activation, % at 10 µM, or EC50 in µM where a hit was titrated | actives 0.048% (n = 290,000);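 active means activation above 40% with more than 50 cells counted in the well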;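 further: U2OS osteosarcoma cells stably expressing GPR55 and beta-arrestin-GFP; plate controls were DMSO negative control for no effect and LPI positive control for full effect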
GPR55 LPI antagonism: GPR55 antagonists blocking LPI-driven arrestin recruitment, primary screen, imaging, U2OS, beta-arrestin-GFP, LPI agonist (AID 2013). U2OS GPR55 beta-arrestin-GFP translocation imaging, LPI antagonism; higher % means a stronger effect. inhibition, % at 10 µM, or IC50 in µM where a hit was titrated. actives 0.13% (n = 290,000);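 active means spots per cell inhibited over 60%, with over 100 cells counted and total cytoplasm intensity under 500,000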;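 further: U2OS cells stably carrying GPR55 and arrestin-GFP stimulated by 5 µM LPI near EC80; imaged beta-arrestin-GFP aggregate spots per cell after agonist stimulation; plate controls were LPI-stimulated DMSO wells for no effect and DMSO wells without LPI for full effect; some results filed as inactive read as strong as hits; confirmed hits need IC50 under 10 µM and bright autofluorescent wells are also inconclusive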
Myeloid diff 2: myeloid differentiation induction | actives 1% (n = 360,000) | ER-HoxA9 myeloid progenitors, lysozyme-GFP differentiation, flow cytometry | calls only at 10 µM | AID 624256;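 active means normalized GFP-positive differentiation at or above the plate's own cutoff, the solvent-only control mean plus 3 SD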;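 further: cells exposed to compound for four days before flow analysis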
HIV fusion peptide: inhibitors of HIV fusion peptide binding, primary screen, biochemical, uHTS, fluorescence dequenching (AID 1986); cell-free peptide binding, fluorescence dequenching, 30 min; higher % means a stronger effect; one-dose inhibition, % at 20 µM; IC50 in µM for titrated hits; actives 0.3% (n = 290,000); in the data active means inhibition mostly above about 52%, no sharp cut-off; inactive means mostly below about 76%; further: some results filed as inactive read as strong as hits
NOD1 inhibition: inhibition of NOD1-driven NF-kB reporter – cell-based, luminescence, uHTS, primary screen (AID 1578); actives 1% (n = 290,000); NOD1-driven NF-kB luciferase reporter cells, luminescence; higher % means a stronger effect; inhibition, % at 4 µM, or EC50 in µM where a hit was titrated; in the data active means inhibition mostly above about 36%, no sharp cut-off; inactive means mostly below about 34%;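 further: HEK-293T reporter cells stimulated with the NOD1 agonist gamma-tri-DAP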
KOR beta-arrestin-1: kappa opioid receptor activators – cell-based, luminescence, uHTS, primary screen (AID 1777) | KOR beta-arrestin recruitment, luminescence; higher % means a stronger effect | activation, % at 10 µM; hits with a dose series show EC50 in µM | actives 0.02% (n = 280,000); in the data active means activation above about 50%, passing the limit was not always enough; further: a part of the inactive calls stands beside numbers as strong as those of hits
HEK293 NOD2/NF-kB: inhibition of NOD2-driven NF-kB reporter – cell-based, luminescence, uHTS, HEK293 (AID 1566). actives 0.63% (n = 290,000). HEK293 NOD2/NF-kB luciferase reporter, luminescence; higher % means a stronger effect. inhibition, % at 4 µM, or EC50 in µM where a hit was titrated; further: many of its hits are not listed in these tables
KOR beta-arrestin-2: KOR antagonists, beta-arrestin recruitment, cell-based, luminescence, uHTS (AID 1778). actives 0.091% (n = 290,000). inhibition, % at 10 µM; hits with a dose series show IC50 in µM. KOR beta-arrestin recruitment, luminescence, antagonist mode; higher % means a stronger effect; further: strong numbers were not always called active
GPR35 antagonists: inhibition of zaprinast-stimulated GPR35 beta-arrestin translocation – imaging, U2OS, beta-arrestin-GFP, zaprinast agonist, primary screen (AID 2058) | U2OS GPR35 beta-arrestin-GFP translocation imaging, zaprinast antagonism; higher % means a stronger effect | one-dose inhibition, % at 10 µM; IC50 in µM for titrated hits | actives 0.052% (n = 290,000);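 active means inhibition of at least 50% with at least 30 cells and total cytoplasm GFP at most 10,000,000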
Myeloid diff 2 GFP+ MAC1+ %: second read-out of Myeloid diff 2, no call of its own (marks repeat the call); GFP+ MAC1+ double positive, %; measured here: differentiation confirmed by MAC1 staining
The depositor's hits bear a star; i = inactive; nt = no result given; + = active, no number; [ ] = dose if it differs, or a comment. Unless noted, no stated cut-off is given here; in the data, active means inhibition above about 50%; inactive means the rest. The list is partial; count on the stated rates, not on these rows.

SMILES	KOR beta-arrestin-1	Myeloid diff 2 GFP+ MAC1+ %	Myeloid diff 2	HEK293 NOD2/NF-kB	GPR55 beta-arrestin	HIV fusion peptide	NOD1 inhibition	KOR beta-arrestin-2	GPR35 antagonists	GPR55 LPI antagonism
CCOCC(=O)Nc1ccc(F)c(F)c1	3.2%	0.4	i	-8%	-0.1%	0.4%	-3%	-19%	7%	-10%
CCOc1ccc(OCC)c(NC(=O)CN(C)S(=O)(=O)c2cccc3nsnc23)c1	12%	0.2	i	0%	-0.1%	2.6%	17%	-47%	12%	4%
CCOC(=O)c1ccc(Oc2cc(C)nc(SC)n2)cc1	0.7%	1.3	i	-22%	-0.2%	-0.1%	-34%	-44%	-4%	-14%
CC(C)(C)N1CC2(c3ccccc3)CN(C(C)(C)C)CC(c3ccccc3)(C1)C2=O	7.0%	0.9	i	-7%	0.0%	1.3%	-7%	-41%	14%	2%
CCc1cccc(OCCCn2ccnc2)c1	4.0%	0.3	i	-8%	0.1%	-0.5%	-18%	-7%	-2%	3%
Cc1noc(C)c1CSc1ccc(Br)cc1	-1.4%	1.9	i	11%	0.0%	-1.3%	8%	16%	17%	11%
Cc1ccc(N2CC(C(=O)Nc3nnc(C)s3)CC2=O)cc1 (stereo unspecified)	-2.2%	1.7	i	-7%	-0.2%	-1.1%	-24%	30%	-12%	6%
COc1ccc(/C=N/N2CCN(C)CC2)cc1OC	-4.7%	0.5	i	4%	0.0%	-0.9%	-17%	25%	15%	-7%
O=C(COC(=O)c1ccc2[nH]c3c(c2c1)CCCC3)NC1CCS(=O)(=O)C1 (stereo unspecified)	-0.9%	1.1	i	13%	0.2%	0.5%	-33%	-26%	18%	-3%
CCCNC(=O)c1ccc2snnc2c1	-5.6%	0.6	i	10%	0.1%	2.6%	0%	12%	-10%	7%
CN1CCN(C(=S)Nc2cc(S(=O)(=O)N3CCOCC3)ccc2Cl)CC1	1.5%	0.2	i	-4%	0.3%	-2.3%	-35%	-9%	5%	1%
Cn1c(SCc2ccon2)nc2ccccc2c1=O	-0.7%	5.5	i	4%	-0.4%	-1.4%	nt	6%	-12%	-10%
CCn1cc(CN(C)S(=O)(=O)c2cccc([N+](=O)[O-])c2)cn1	-4.3%	0.6	i	8%	0.5%	0.7%	-2%	-42%	0%	6%
COc1ccccc1CNC(=O)C(C)NS(=O)(=O)c1ccc(Br)cc1 (stereo unspecified)	-2.6%	1.0	i	-6%	0.9%	-1.7%	-29%	-44%	-10%	13%
CCC(C(N)=NCCc1ccc(OC)c(OC)c1)c1ccccc1 (stereo unspecified)	1.4%	0.8	i	12%	-0.2%	2.4%	-3%	8%	-1%	9%
Cn1c(=O)[nH]c(=O)c2c1nc1n2CCCS1	0.4%	0.4	i	-13%	-1.0%	-2.3%	9%	-1%	8%	-4%
CNC(=O)c1[nH]cnc1C(=O)N[C@@H](CC(C)C)C(=O)OCc1ccccc1	-5.5%	1.1	i	30%	1.0%	-1.4%	-13%	4%	-23%	8%
CCCCSCc1[nH]c(=O)[nH]c1C(=O)CCCCC(=O)OCC	-1.9%	1.1	i	-7%	-0.2%	1.2%	-17%	0%	12%	10%
Cc1ccc(C2=NNC(=O)C(c3c[nH]c4ccccc34)C2)cc1 (stereo unspecified)	8.8%	0.5	i	-7%	0.0%	-0.9%	-33%	-16%	-11%	0%
COc1ccc(Nc2nnc(-c3ccc(C)cc3)c3ccccc23)cc1C(=O)N1CCCCC1	9.3%	1.2	i	11%	0.1%	-5.9%	-5%	-35%	-7%	28%

Additional entries.
SMILES	KOR beta-arrestin-1	Myeloid diff 2 GFP+ MAC1+ %	Myeloid diff 2	HEK293 NOD2/NF-kB	GPR55 beta-arrestin	HIV fusion peptide	NOD1 inhibition	KOR beta-arrestin-2	GPR35 antagonists	GPR55 LPI antagonism
CC(O)c1ccc(OCCN(C)c2ccccn2)cc1 (stereo unspecified)	-0.1%	0.5	i	1%	0.0%	1.2%	-4%	0%	-3%	3%
CC(C)(C)c1ccc(C(=O)c2c[nH]c(C(=O)NCCc3ccccn3)c2)cc1	8.6%	0.2	i	3%	0.5%	0.2%	22%	-70%	4%	0%
C/C(=N/NC(=O)c1ccc(Cl)s1)c1ccc(NC(=O)COc2ccc(Cl)cc2)cc1	0.3%	1.2	i	-13%	0.3%	0.1%	-40%	-14%	-13%	11%
COC(=O)c1ccccc1NC(=O)CSc1nc(O)c(-c2ccccc2)c(=O)[nH]1	0.0%	0.5	i	4%	0.3%	2.8%	-20%	-52%[20 µM]	-7%	16%
COc1ccc(N=C2SCC(=O)N2Cc2ccccc2)cc1	5.3%	1.3*	+	8%	-0.5%	-0.7%	-22%	6%	-3%	17%
CCn1c(-c2ccc([N+](=O)[O-])cc2)n[nH]c1=S	0.3%	1.1	i	12%	39%	2.2%	5%	-10%	-2%	22%
O=C(NC1CCCCCC1)C(=S)NC1CCCCC1	-4.2%	1.7	i	-56%	-0.1%	-0.9%	-37%	-16%[20 µM]	-19%	2%
CC12C(=O)N(NC(=O)c3ccncc3)C(=O)C1C1C=CC2C1 (stereo unspecified)	-0.3%	0.0	i	2%	0.3%	0.4%	-18%	4%	-5%	3%
Cc1nc(C(=O)NCCC(C)C)sc1C1(C)CC(c2ccccc2)=NO1 (stereo unspecified)	1.6%	0.9	i	-21%	12%	-0.1%	9%	10%	7%	2%
O=C(Nc1ccc(F)cc1)c1ccc(CSc2ccc(Cl)cc2)o1	-3.6%	0.1	i	2%	0.4%	-0.6%	-4%	14%	6%	21%
Cc1ccc(CSCCNS(=O)(=O)c2ccc([N+](=O)[O-])cc2)cc1	4.5%	0.6	i	-16%	-0.2%	-0.6%	-42%	9%	-10%	-6%
O=S(=O)(c1cc(Cl)cc(Cl)c1)N1CCCC1c1nc2ccccc2s1 (stereo unspecified)	-2.5%	1.4	i	21%	-0.2%	-0.6%	-26%	2%	-8%	-7%
COc1ccc(NS(=O)(=O)c2cccc(Cl)c2Cl)cc1S(=O)(=O)N1CCCCC1	-3.1%	0.3	i	10%	0.6%	2.1%	-50%	2%	-5%	-5%
COc1cc(OC)cc(C(=O)N[C@H](C(=O)OCC(=O)NC(=O)NC(C)(C)C)C(C)C)c1	5.1%	0.3	i	-11%	-0.3%	0.5%	-34%	-19%	-6%	11%
CC(NC(=O)c1ccc(S(=O)(=O)N(C)C)cc1)c1ccccc1 (stereo unspecified)	-4.6%	0.2	i	6%	0.6%	-3.2%	-5%	22%	16%	-12%
Cc1cccc(NC(=O)Nc2ccc(Cl)cc2)n1	2.3%	1.6	i	-72%	0.3%	-2.3%	-12%	-2%	-5%	8%
O=c1cc(N2CCc3ccccc3C2)[nH]c(=O)n1-c1ccc(Cl)cc1	-1.3%	5.7	i	5%	1.2%	-0.4%	-16%	-21%	7%	6%
O=C(CCn1c(=O)oc2ccccc21)NCCC1=CCCCC1	-2.1%	0.2	i	27%	0.0%	-0.3%	2%	21%	-2%	4%
COc1cccc(NC(=S)N(Cc2cccc(Br)c2)CC2CCC(C(=O)O)CC2)c1 (stereo unspecified)	6.5%	0.8	i	-3%	-0.7%	2.3%	-20%	3%	-12%	-11%
Cc1cc2c(cc1C)NC(=O)CC(C(F)(F)C(F)(F)C(F)(F)F)=N2	-2.1%	1.5	i	0%	0.0%	1.3%	-37%	-8%	-8%	6%

Some of these compounds in order of heavy-atom count, highest first.
SMILES	KOR beta-arrestin-1	Myeloid diff 2 GFP+ MAC1+ %	Myeloid diff 2	HEK293 NOD2/NF-kB	GPR55 beta-arrestin	HIV fusion peptide	NOD1 inhibition	KOR beta-arrestin-2	GPR35 antagonists	GPR55 LPI antagonism
O=c1cc(N2CCc3ccccc3C2)[nH]c(=O)n1-c1ccc(Cl)cc1	-1.3%	5.7	i	5%	1.2%	-0.4%	-16%	-21%	7%	6%
Cc1cc2c(cc1C)NC(=O)CC(C(F)(F)C(F)(F)C(F)(F)F)=N2	-2.1%	1.5	i	0%	0.0%	1.3%	-37%	-8%	-8%	6%
CC12C(=O)N(NC(=O)c3ccncc3)C(=O)C1C1C=CC2C1 (stereo unspecified)	-0.3%	0.0	i	2%	0.3%	0.4%	-18%	4%	-5%	3%
Cc1cccc(NC(=O)Nc2ccc(Cl)cc2)n1	2.3%	1.6	i	-72%	0.3%	-2.3%	-12%	-2%	-5%	8%

Ordered by the number under KOR beta-arrestin-1 (highest first): some entries from above.
compound	KOR beta-arrestin-1	Myeloid diff 2 GFP+ MAC1+ %	HEK293 NOD2/NF-kB	GPR55 beta-arrestin	HIV fusion peptide	NOD1 inhibition	KOR beta-arrestin-2	GPR35 antagonists	GPR55 LPI antagonism
COc1ccc(Nc2nnc(-c3ccc(C)cc3)c3ccccc23)cc1C(=O)N1CCCCC1	9.3%	1.2	11%	0.1%	-5.9%	-5%	-35%	-7%	28%
C/C(=N/NC(=O)c1ccc(Cl)s1)c1ccc(NC(=O)COc2ccc(Cl)cc2)cc1	0.3%	1.2	-13%	0.3%	0.1%	-40%	-14%	-13%	11%
CNC(=O)c1[nH]cnc1C(=O)N[C@@H](CC(C)C)C(=O)OCc1ccccc1	-5.5%	1.1	30%	1.0%	-1.4%	-13%	4%	-23%	8%

(more compounds)
SMILES	KOR beta-arrestin-1	Myeloid diff 2 GFP+ MAC1+ %	Myeloid diff 2	HEK293 NOD2/NF-kB	GPR55 beta-arrestin	HIV fusion peptide	NOD1 inhibition	KOR beta-arrestin-2	GPR35 antagonists	GPR55 LPI antagonism
Cc1ccc(NC(=O)CSc2nc3sc(C)cc3c(=O)n2C)cc1	-4.1%	2.6	i	11%	0.5%	1.3%	6%	8%	-3%	1%
CSc1ccccc1Nc1ncnc(N)n1	-3.7%	0.9	i	14%	-0.4%	0.1%	0%	12%	6%	0%
Cc1ccccc1C(=O)Nc1cccc(C(=O)N/N=C/c2ccc3c(c2)OCO3)c1	-2.2%	0.2	i	-41%	0.0%	-1.5%	-35%	-49%	0%	16%
CC1=C(C(=O)N2CCOCC2)C(c2ccsc2)C2=C(CCCC2=O)N1 (stereo unspecified)	0.4%	0.6	i	3%	-0.1%	1.5%	-14%	11%	-8%	1%
Cc1cc(C)n(-c2ccc(C(=O)OC(C)C)cc2)n1	3.2%	8.3	i	-37%	-0.1%	-0.3%	-24%	-20%	9%	3%
CCc1cc2c(C)cc(=O)oc2cc1OC(=O)C1CCCN1C(=O)OC(C)(C)C (stereo unspecified)	15%	nt	nt	0%	-1.0%	-2.0%	9%	14%	-17%	-6%
COc1ccc(C2C(C(C)=O)=C(O)C(=O)N2CCCn2ccnc2)cc1OC (stereo unspecified)	-4.7%	2.0	i	0%	-0.2%	0.4%	-15%	-22%	24%	6%
O=C(N/N=C/c1cccs1)C(=O)N1CCCC1	nt	0.0	i	-14%	-0.1%	0.7%	-28%	12%[20 µM]	-2%	16%
